POLH inh: DNA polymerase eta (human) inhibition; 1.2% of 390,000 active; Potency, µM (top dose mostly 114 µM), inactives show at the top dose activity change, negative = inhibition, hits mostly inhibitors; recombinant Pol eta, fluorescent DNA replication assay; Q9Y253; also: potency is read from the fitted curve at half-maximal effect; % is scaled to controls: 0 for no effect and ±100 for the full control effect
Target sequence (Q9Y253 whole entry, looked up): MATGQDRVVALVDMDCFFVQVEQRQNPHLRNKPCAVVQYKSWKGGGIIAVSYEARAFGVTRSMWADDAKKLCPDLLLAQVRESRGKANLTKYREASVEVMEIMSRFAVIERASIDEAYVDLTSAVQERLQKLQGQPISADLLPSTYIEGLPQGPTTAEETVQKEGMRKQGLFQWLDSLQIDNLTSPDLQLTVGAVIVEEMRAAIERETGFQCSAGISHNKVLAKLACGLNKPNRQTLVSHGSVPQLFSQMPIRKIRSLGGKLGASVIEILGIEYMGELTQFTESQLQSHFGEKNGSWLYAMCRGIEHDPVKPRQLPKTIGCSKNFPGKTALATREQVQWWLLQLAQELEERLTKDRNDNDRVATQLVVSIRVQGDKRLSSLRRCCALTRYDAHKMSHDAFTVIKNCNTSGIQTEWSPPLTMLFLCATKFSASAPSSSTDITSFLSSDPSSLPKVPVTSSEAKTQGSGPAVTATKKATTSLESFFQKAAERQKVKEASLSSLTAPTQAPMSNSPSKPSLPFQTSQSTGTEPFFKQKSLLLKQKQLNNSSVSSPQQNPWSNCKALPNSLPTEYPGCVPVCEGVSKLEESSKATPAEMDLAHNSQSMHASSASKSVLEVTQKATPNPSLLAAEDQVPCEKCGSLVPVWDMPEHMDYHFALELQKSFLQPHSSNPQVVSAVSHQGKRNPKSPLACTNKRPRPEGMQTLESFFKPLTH
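Pol eta at 10 nM preincubated with compounds 15 min at room temperature; reaction started with fluorescent substrate (50 nM final) and read kinetically at 0 and 10 min.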
Pin1 inh: human Pin1 inhibition; Q13526; Pin1 FP peptide displacement, HiFluor488, 10 min; Potency, µM (titrated, usually from 115 µM), inactives show top-dose activity, negative = inhibition, usual class: inhibitors; 0.009% of 390,000 active; active = well fitted inhibition curve with a large enough effect in the polarisation, with a control signal flat, not every such curve was filed as active; inconclusive = small, poorly fitted or top-dose-only effect, or effect the other way, or a change in a side signal; inactive = no such curve, though single readings can be large or run the other way; the % refers to the polarisation; also: potency is read from the fitted curve at half-maximal effect; % is scaled to controls: 0 for no effect and ±100 for the full control effect
HP1b chromo inh: HP1-beta chromodomain-methylated histone interaction inhibition. Potency, µM (series often up to 114 µM), for inactives: at the highest dose activity change, negative = inhibition, actives largely listed as inhibitors. 0.56% of 390,000 active. AlphaScreen HP1-beta / biotin-H3K9me3 peptide binding. P83916; also: potency is read from the fitted curve at half-maximal effect; nearly all actives have a fitted effect of over 70% in size; inactives centre near 23
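Compound inhibition of the preformed complex between 50 nM HP1-beta and 50 nM biotinylated H3K9me3 peptide was read by AlphaScreen. Buffer was PBS pH 7.4 with 0.01% Tween-20. Incubations ran 30 min at room temperature, with 10 ug/mL donor/acceptor beads.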
JMJD2A Tudor inh: blocks the human JMJD2A Tudor domain; Potency, µM (series often up to 114 µM), for inactives: at the highest dose activity change, negative = inhibition, usual class: inhibitors; AlphaScreen JMJD2A-Tudor / H3K4me3 peptide binding; 4.4% of 390,000 active; also: potency is read from the fitted curve at half-maximal effect; % is scaled to controls: 0 for no effect and ±100 for the full control effect; nearly all actives have a fitted effect of over 50% in size
G9a block: inhibitors of human histone lysine methyltransferase G9a | G9a H3K9 monomethylation, AlphaScreen, 2 h | Potency, µM (titrated, usually from 102 µM), inactives show at the top dose activity, negative = inhibition, hits mostly inhibitors | 8.8% of 350,000 active; also: potency is read from the fitted curve at half-maximal effect; % is scaled to controls: 0 for no effect and ±100 for the full control effect; nearly all actives have a fitted effect of over 75% in size
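AlphaScreen detection with an anti-monomethyl H3K9 antibody quantified product after a 2 h room-temperature reaction containing 500 nM biotinylated H3K9 peptide, 20 µM SAM and 20 nM enzyme, which had been preincubated 15 min with compound.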
PGK inhibitor: T. brucei PGK inhibition; P07378; PGK/GAPDH coupled, Kinase-Glo luminescence, 60 min; Potency, µM (doses to about 57.5 µM), without a hit: top-dose activity change, negative = inhibition, usual class: inhibitors; 0.043% of 380,000 active; AID 602233; also: potency is read from the fitted curve at half-maximal effect; % is scaled to controls: 0 for no effect and ±100 for the full control effect; nearly all actives have a fitted effect of over 60% in size
Target sequence (P07378 whole entry, looked up): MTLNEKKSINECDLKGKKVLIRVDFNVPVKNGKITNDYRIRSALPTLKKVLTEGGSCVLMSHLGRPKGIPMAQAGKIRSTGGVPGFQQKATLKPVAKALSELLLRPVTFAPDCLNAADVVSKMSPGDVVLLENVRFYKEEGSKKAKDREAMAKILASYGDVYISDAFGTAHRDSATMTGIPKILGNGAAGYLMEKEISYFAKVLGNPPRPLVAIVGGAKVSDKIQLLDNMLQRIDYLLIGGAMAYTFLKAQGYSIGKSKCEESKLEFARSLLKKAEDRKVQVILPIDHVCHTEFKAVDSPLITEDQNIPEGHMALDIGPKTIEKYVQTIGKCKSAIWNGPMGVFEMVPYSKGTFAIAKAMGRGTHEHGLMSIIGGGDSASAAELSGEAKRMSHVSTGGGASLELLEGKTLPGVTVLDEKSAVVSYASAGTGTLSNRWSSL
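Luminescent ATP detection (Kinase-Glo Plus) follows a 60-minute room-temperature incubation, with wells lacking PGK as controls. Buffer: 100 mM TEA (pH 7.6), 5 mM MgCl2, 0.01% Tween-20. Coupling enzyme GAPDH (100 nM final) supplies unstable 1,3-BPG in-well.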
GLS inhibitor: inhibitors of human glutaminase (GLS); GLS enzymatic activity, qHTS titration; Potency, µM (doses to about 45.5 µM), for the others: top-dose activity change, negative = inhibition, usual class: inhibitors; 0.21% of 410,000 active; AID 624170; also: potency is read from the fitted curve at half-maximal effect; % is scaled to controls: 0 for no effect and ±100 for the full control effect
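Glutamate formation by hKGA was monitored fluorometrically using coupled glutamate oxidase, HRP and Amplex Red. Substrate was added as 1 mM L-glutamine solution; incubation was 30 min at RT after an initial read.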
PI4K2A inh: PI4K2A (human) kinase inhibition; Q9BTU6; purified PI4K2A, ADP-Glo luminescence, 1 h; stronger effect = lower value; activity change, negative = inhibition, % at 76.9 µM; 0.13% of 420,000 active; AID 1346378; in the data active = activity change below about -50%; inconclusive = mostly about -30% to -49%;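 also: -100% = wells without enzyme as full effect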
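ADP-Glo luminescence measured ADP generated by PI4K2A enzyme (4 ug/mL before mixing) with 1.2 mM PI substrate (pre-mix) and 300 microM ATP (pre-mix). Tris pH7.5 buffer with MgCl2, Triton X-100; 1 h reaction at ambient temperature.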
BAZ2B block: inhibitors of human BAZ2B bromodomain; AlphaScreen BAZ2B-H3K14Ac peptide displacement; Potency, µM (titrated, usually from 114 µM), for inactives: top-dose activity change, negative = inhibition, hits mostly inhibitors; Q9UIF8; 4.4% of 360,000 active; also: potency is read from the fitted curve at half-maximal effect; % is scaled to controls: 0 for no effect and ±100 for the full control effect; nearly all actives have a fitted effect of over 60% in size
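Inhibition is scored as reduced AlphaScreen emission. The BAZ2B/b-H3(5-23)K14Ac complex (50 nM each) in PBS pH 7.4, 0.01% Tween-20 meets compound (up to 110 uM) for 30 min at RT before bead addition.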
* hit, by the source's call; & = joins results of further samples; [ ] = dose if it differs, or a comment. Unless noted, calls follow the shape of the dose curve; as a rule, active = well fitted curve in the direction sought with a large enough effect; inconclusive = small, poorly fitted or top-dose-only effect, or another doubt; inactive = no such curve, though single readings can be large; an effect the other way counts as inactive or inconclusive. Some of the compounds tested; the hit share may differ from the screen's.

Start of the data: the first 2 compounds as a preview:
What do the screens show for `CCOC(=O)N1CCN(C(=O)c2ccc(OC(C)=O)cc2)CC1`?
POLH inh: 7%; Pin1 inh: -13%; HP1b chromo inh: 37%; JMJD2A Tudor inh: -16%; G9a block: 20%; PGK inhibitor: 5%; GLS inhibitor: 1%; PI4K2A inh: -1; BAZ2B block: -6%

Results for COc1ccc(S(=O)(=O)NCCC(=O)Nc2ccc(C)cc2)cc1 ?
POLH inh: -6%; Pin1 inh: 1%; HP1b chromo inh: 8%; JMJD2A Tudor inh: -12%; G9a block: 14%; PGK inhibitor: -5%; GLS inhibitor: -12%; PI4K2A inh: 2; BAZ2B block: 1%

All compounds of this part, from the start:
What do the screens show for `CCOC(=O)N1CCN(C(=O)c2ccc(OC(C)=O)cc2)CC1`?
POLH inh: 7%; Pin1 inh: -13%; HP1b chromo inh: 37%; JMJD2A Tudor inh: -16%; G9a block: 20%; PGK inhibitor: 5%; GLS inhibitor: 1%; PI4K2A inh: -1; BAZ2B block: -6%

Results for COc1ccc(S(=O)(=O)NCCC(=O)Nc2ccc(C)cc2)cc1 ?
POLH inh: -6%; Pin1 inh: 1%; HP1b chromo inh: 8%; JMJD2A Tudor inh: -12%; G9a block: 14%; PGK inhibitor: -5%; GLS inhibitor: -12%; PI4K2A inh: 2; BAZ2B block: 1%

How did CC(=O)Nc1cc(C(=O)NCc2ccc(F)cc2)ccc1Sc1ccc(C)cc1 do in these assays?
POLH inh: -19%; Pin1 inh: 51%[activator]; HP1b chromo inh: 0%; JMJD2A Tudor inh: -25%; G9a block: -2%[59 µM]; PGK inhibitor: inactive; GLS inhibitor: -1%; PI4K2A inh: -1; BAZ2B block: 2%

Results for CCOc1ccccc1C(=O)Nc1c[nH]c(=O)[nH]c1=O ?
POLH inh: inconclusive; Pin1 inh: 0%; HP1b chromo inh: 29%; JMJD2A Tudor inh: -23%; G9a block: 2%; PGK inhibitor: 2%; GLS inhibitor: 4%; PI4K2A inh: 4; BAZ2B block: -4%

How did COCCCNC(=O)c1cc2cc([N+](=O)[O-])cc(OC)c2oc1=O do in these assays?
POLH inh: -17%; Pin1 inh: -6%; HP1b chromo inh: 48%[activator]; JMJD2A Tudor inh: -6%; G9a block: 25%; PGK inhibitor: -5%; GLS inhibitor: -12%; PI4K2A inh: -1; BAZ2B block: 2%

How did CCN1CCN(C(=O)CN(c2ccc(F)c(Cl)c2)S(C)(=O)=O)CC1 do in these assays?
POLH inh: -8%; Pin1 inh: -1%; HP1b chromo inh: 17%; JMJD2A Tudor inh: -2%; G9a block: -30%; PGK inhibitor: 0%; GLS inhibitor: -9%; PI4K2A inh: -3; BAZ2B block: -4%

Results for O=C(c1cccs1)N1CCC(Cc2ccccc2)CC1 ?
POLH inh: -19%; Pin1 inh: 2%; HP1b chromo inh: 33%; JMJD2A Tudor inh: 5%; G9a block: 16%[59 µM]; PGK inhibitor: -10%; GLS inhibitor: -1%; PI4K2A inh: 2; BAZ2B block: 14%

Results for CCc1nc2ccc(C)cc2c(C(=O)NC2CCCCC2C)c1C (stereo not drawn) ?
POLH inh: -12%; Pin1 inh: -7%; HP1b chromo inh: 35%; JMJD2A Tudor inh: 7%; G9a block: 5%[0.501 µM]; PGK inhibitor: -3%; PI4K2A inh: 6; BAZ2B block: -9%

How did S=c1nc[nH]c2nc[nH]c12 do in these assays?
POLH inh: -11%&-12%; Pin1 inh: -1%&4%; HP1b chromo inh: -7%&-24%; JMJD2A Tudor inh: 4µM*; G9a block: inconclusive; PGK inhibitor: 0%; GLS inhibitor: -15%&-15%; PI4K2A inh: 2&-1&3; BAZ2B block: 35µM*

How did Cc1ccc(C(=O)NCCn2cc(SCC(=O)Nc3nnc(C)s3)c3ccccc32)cc1 do in these assays?
POLH inh: -18%; Pin1 inh: 13%; HP1b chromo inh: 36%; JMJD2A Tudor inh: -22%; G9a block: 50µM*; PGK inhibitor: -5%; GLS inhibitor: 5%; PI4K2A inh: 0; BAZ2B block: -6%

How did CC1(c2nnc(Cc3ccccc3)o2)CC(c2ccccc2)=NO1 (stereo not drawn) do in these assays?
POLH inh: -8%; Pin1 inh: -4%; HP1b chromo inh: 48%[activator]; JMJD2A Tudor inh: -6%; PGK inhibitor: inactive; GLS inhibitor: 1%; PI4K2A inh: 0

How did CC(C)CN1C(=O)C(=O)N(CC(=O)N2CCC(Cc3ccccc3)CC2)C1=O do in these assays?
POLH inh: -4%; Pin1 inh: -6%; HP1b chromo inh: 8%; JMJD2A Tudor inh: -14%; G9a block: 4%; PGK inhibitor: inactive; GLS inhibitor: -1%; PI4K2A inh: -1; BAZ2B block: -24%

What do the screens show for `CCOC(=O)c1c(C)c(C(=O)NCc2ccco2)c(C)n1CC`?
POLH inh: 2%; Pin1 inh: -3%; HP1b chromo inh: 15%; JMJD2A Tudor inh: -12%; G9a block: inconclusive; PGK inhibitor: -6%; GLS inhibitor: -2%; PI4K2A inh: 4; BAZ2B block: -13%

What do the screens show for `Cc1ccc(C(=O)OCc2cc(=O)n3nc(-c4cccs4)sc3n2)cc1`?
POLH inh: 89µM*; Pin1 inh: inconclusive; HP1b chromo inh: 17%; JMJD2A Tudor inh: -27%; G9a block: 17%[59 µM]; PGK inhibitor: -5%; GLS inhibitor: 0%; PI4K2A inh: -9; BAZ2B block: -32%

What do the screens show for `COC(=O)c1[nH]c2c(c1C)C(=O)CCC2`?
POLH inh: -4%; Pin1 inh: -8%; HP1b chromo inh: 18%; JMJD2A Tudor inh: -12%; G9a block: -23%[0.0925 µM]; PGK inhibitor: -4%; GLS inhibitor: 10%; PI4K2A inh: -1; BAZ2B block: 3%

Results for CCc1ccccc1NC(=O)CN1CCN(C(=O)c2cc(C3CC3)nn2-c2ccccc2)CC1 ?
POLH inh: -13%; PGK inhibitor: inactive; GLS inhibitor: -5%; PI4K2A inh: -1

Results for COc1ccc(-n2c(-c3ccc(Br)cc3)c[n+]3c2CCC3)cc1 ?
POLH inh: -18%; Pin1 inh: -2%; HP1b chromo inh: 18%; JMJD2A Tudor inh: -7%; G9a block: 0%; PGK inhibitor: -2%; GLS inhibitor: -2%; PI4K2A inh: 1; BAZ2B block: -12%

How did COc1ccc(-n2c(=O)c3c4c(sc3n(Cc3ccccc3Cl)c2=O)CCC4)c(OC)c1 do in these assays?
POLH inh: -17%; Pin1 inh: -5%; HP1b chromo inh: 7%; JMJD2A Tudor inh: -21%; G9a block: inconclusive; PGK inhibitor: 0%; GLS inhibitor: 9%; PI4K2A inh: 1; BAZ2B block: -26%

How did COc1ccccc1C(=O)C1CCCN(C(=O)c2ccco2)C1 (stereo not drawn) do in these assays?
POLH inh: 0%; Pin1 inh: -4%; HP1b chromo inh: 34%; JMJD2A Tudor inh: -6%; G9a block: -7%; PGK inhibitor: inactive; GLS inhibitor: -1%; PI4K2A inh: -4; BAZ2B block: -3%[57.1 µM]

How did Cc1ccc2cc3cc(C(=O)N4CCCCC4C)oc3nc2c1 (stereo not drawn) do in these assays?
POLH inh: 3%; Pin1 inh: 0%; HP1b chromo inh: 29%; JMJD2A Tudor inh: -20%; G9a block: 0%[0.0925 µM]; PGK inhibitor: -8%; GLS inhibitor: 2%; PI4K2A inh: -4; BAZ2B block: 11%

What do the screens show for `O=C(COC(=O)C1=COCCO1)NCc1ccc(Cl)cc1`?
POLH inh: -6%; Pin1 inh: 0%; HP1b chromo inh: 27%; JMJD2A Tudor inh: 4%; G9a block: 22%; PGK inhibitor: inactive; GLS inhibitor: -7%; PI4K2A inh: -3; BAZ2B block: 8%

Results for CC1CCC(C(C)C)C(OP(=O)(c2ccccc2)C(O)c2ccncc2)C1 (stereo not drawn) ?
POLH inh: -15%; Pin1 inh: 4%; HP1b chromo inh: 35%; JMJD2A Tudor inh: -13%; G9a block: -14%[59 µM]; PGK inhibitor: 1%; GLS inhibitor: -10%; PI4K2A inh: 1; BAZ2B block: -13%

Results for C=CCc1ccccc1OCC(O)CN1CCN(C(=O)OCC)CC1 (stereo not drawn) ?
POLH inh: -5%; Pin1 inh: 0%; HP1b chromo inh: 19%; JMJD2A Tudor inh: -11%; G9a block: 29%[2.33 µM]; PGK inhibitor: 1%; GLS inhibitor: 8%; PI4K2A inh: 2; BAZ2B block: 21%

Results for CC1CCCCN1CCNC(=O)c1ccc(Cn2c(SCc3ccccc3)nc3cccnc32)cc1 (stereo not drawn) ?
POLH inh: -17%; Pin1 inh: 7%; HP1b chromo inh: 28%; JMJD2A Tudor inh: -10%; G9a block: -19%[59 µM]; PGK inhibitor: -12%; GLS inhibitor: -2%; PI4K2A inh: -1; BAZ2B block: -16%

How did O=C(COC(=O)c1cc(S(=O)(=O)N2CCOCC2)ccc1O)Nc1cc(S(=O)(=O)N2CCCC2)ccc1Cl do in these assays?
POLH inh: -10%; Pin1 inh: 29%; HP1b chromo inh: -2%; JMJD2A Tudor inh: -40%; G9a block: 6%; PGK inhibitor: -7%; GLS inhibitor: -2%; PI4K2A inh: -8; BAZ2B block: -12%

Results for Cc1ccc(CCNc2ncnc3onc(-c4ccc(F)cc4)c23)cc1 ?
POLH inh: -9%; Pin1 inh: -1%; HP1b chromo inh: 46%[activator]; JMJD2A Tudor inh: 13%; G9a block: -4%[59 µM]; PGK inhibitor: -4%; GLS inhibitor: -3%; PI4K2A inh: 2; BAZ2B block: 21%[57.1 µM]

What do the screens show for `NC(=O)C1CCN(C(=S)NCCc2ccccc2)CC1`?
POLH inh: -3%; Pin1 inh: -1%; HP1b chromo inh: 24%; JMJD2A Tudor inh: -2%; PGK inhibitor: 8%; GLS inhibitor: 6%; PI4K2A inh: 1; BAZ2B block: -10%

What do the screens show for `O=c1c(N2CCc3ccccc3C2)csc2ccccc12`?
POLH inh: -19%; Pin1 inh: 2%; HP1b chromo inh: 18%[57 µM]; JMJD2A Tudor inh: -34%; G9a block: -35%[59 µM]; PGK inhibitor: 1%; GLS inhibitor: 29%; PI4K2A inh: -3; BAZ2B block: -35%
